ABCB6 inh MLPCN: ABCB6 transporter inhibitors, primary screen, K562-ABCB6 cells, flow cytometry, MLPCN library; ATP-binding cassette sub-family B member 6 (Homo sapiens), Q9NP58; K562-ABCB6 porphyrin accumulation, 1 h; stronger effect = lower value; fluorescence ratio to DMSO, % at 10 µM; 0.19% of 360,000 active;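 active = fluorescence ratio to DMSO below 75%, the collection mean minus 3 SD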;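 also: signal is porphyrin accumulated inside mitochondria; 100% equals median channel fluorescence of DMSO control wells; lower ratio means ABCB6 inhibition with less porphyrin fluorescence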
MC4R antagonist: MC4R antagonists of cAMP signaling, primary screen, cell-based, TR-FRET, antagonist arm of biased-ligand search. inhibition, % at 6.5 µM. MC4R-expressing cells, MTII-stimulated cAMP, LANCE TR-FRET. AID 540295, 2011. 0.48% of 360,000 active;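 active = inhibition above its plate's cutoff, the mean of tested wells on that plate plus 3 SD, cut at about 29% in these data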;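 also: 0% = Melanotan II alone and 100% = Melanotan II plus saturating MCL0020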
Target sequence (P32245 whole entry, looked up): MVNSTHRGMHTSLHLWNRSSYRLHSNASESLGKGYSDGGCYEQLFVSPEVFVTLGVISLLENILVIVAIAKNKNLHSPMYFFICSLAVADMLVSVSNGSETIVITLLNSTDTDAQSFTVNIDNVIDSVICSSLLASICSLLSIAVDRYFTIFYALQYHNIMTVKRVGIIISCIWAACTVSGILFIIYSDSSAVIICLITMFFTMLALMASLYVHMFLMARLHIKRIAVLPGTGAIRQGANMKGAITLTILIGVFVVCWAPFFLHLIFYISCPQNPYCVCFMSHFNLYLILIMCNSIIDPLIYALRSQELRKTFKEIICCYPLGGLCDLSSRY
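System: U2OS cells stably expressing human melanocortin 4 receptor (MC4R). Reagent: Melanotan II challenge after compound preincubation. Doses: 6.5 µM. Times: 30-min compound, 1-h challenge, 1-h detection, room temperature. Measured by: TR-FRET with Eu-cAMP and labeled anti-cAMP, 671 nm. Replicates: singlicate.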
N-glyco inh: increase of ERlucT glycosylation luciferase signal, primary screen, N-linked glycosylation inhibitor project, D54 ERlucT cells, luminescence, set 2; D54 ERlucT glycosylation luciferase reporter, 24 h; percent of 100 nM tunicamycin response; reporter increase, % at 12.5 µM; 0.23% of 360,000 active;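 active = mean luciferase reporter signal, scaled so untreated is 0 and the glycosylation-blocking control 100, at or above a set limit in every replicate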;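 also: luciferase carries N-glycosylation sites so blocking glycosylation raises the light; 0% = median of neutral control wells and 100% = median of 100 nM tunicamycin wells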
MC4R barr agon: MC4R agonists recruiting beta-arrestin, primary screen, cell-based, luminescence, agonist arm of biased-ligand search. Melanocortin receptor 4 (Homo sapiens), P32245. U2OS MC4R beta-arrestin complementation; percent of melanotan II response, DMSO zero. activation, % at 8.9 µM. 0.98% of 360,000 active. AID 540308, 2011;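 active = activation above a per-plate cutoff, the mean activation of sample wells on that plate plus 3 SD, cut at about 8% in these data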
Vif imaging: HIV Vif self-association inhibitors, primary screen, imaging, HEK293T, single point; HEK293T cells, Vif self-association by quenched fluorescence, 24 h; inhibition, % at 7.49 µM; 0.35% of 340,000 active; AID 602346, 2012; in the data active = inhibition above about 50%, passing the limit was not always enough; also: some results filed as inactive read as strong as hits
NOD2-RIPK2 inh: NOD2-RIPK2 binding disruptors in cells, primary screen, fluorescence, CHO cells, BLA complementation; inhibition, % at 4.98 µM; CCF4 ratio; 0.38% of 360,000 active; in the data active = inhibition above about 21%;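 also: 0% = vehicle only and 100% = reference blocker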
Target sequence (O43353 whole entry, looked up): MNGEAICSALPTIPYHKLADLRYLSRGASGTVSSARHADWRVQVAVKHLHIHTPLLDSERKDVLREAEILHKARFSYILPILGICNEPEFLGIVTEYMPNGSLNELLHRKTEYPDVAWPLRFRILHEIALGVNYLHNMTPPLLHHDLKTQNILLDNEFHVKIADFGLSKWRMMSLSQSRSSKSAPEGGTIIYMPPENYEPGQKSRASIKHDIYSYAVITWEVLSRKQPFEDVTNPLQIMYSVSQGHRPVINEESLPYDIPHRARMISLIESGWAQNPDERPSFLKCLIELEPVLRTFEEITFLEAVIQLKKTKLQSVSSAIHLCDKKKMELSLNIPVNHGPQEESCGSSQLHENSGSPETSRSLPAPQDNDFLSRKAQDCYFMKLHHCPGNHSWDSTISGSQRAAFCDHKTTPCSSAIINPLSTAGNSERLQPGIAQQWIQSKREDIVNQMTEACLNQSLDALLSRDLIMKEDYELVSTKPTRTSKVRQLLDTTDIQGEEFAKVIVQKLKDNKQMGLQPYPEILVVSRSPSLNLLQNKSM
aDG glyco up: activators of alpha-DG glycosylation, primary screen, uHTS, Pro5-aDG cells, AlphaScreen; activation, % at 10 µM; AID 624168, 2012; alpha-DG glycosylation AlphaScreen (IIH6); 0% Pro5, 100% B10-LARGE cell signal; 0.22% of 360,000 active;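 active = activation of at least 8% versus controls, or a plate z-score of at least 8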;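 also: Pro5 are CHO cells carrying HIG-tagged alpha-DG that lacks glycosylation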
TLR9-MyD88 inh: inhibitors of TLR9-MyD88 association in cells, primary screen, cell-based, CHO, BLA complementation, fluorescence. Toll-like receptor 9 (Homo sapiens) + Myeloid differentiation primary response protein …. CCF4 FRET ratio. inhibition, % at 4.98 µM. 0.21% of 340,000 active;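 active = inhibition above the mean over all tested compounds plus 3 SD, cut at about 21% in these data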;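 also: 0% = DMSO only wells and 100% = clavulanate BLA inhibitor control wells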
ABHD5 PLIN5 PPI: ABHD5-PLIN5 interaction inhibitors, primary screen, cell lysate, split luciferase complementation, luminescence. Split G. princeps luciferase complementation, 4 h. 0.78% of 360,000 active. AID 602281, 2012. inhibition, % at 4 µM;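 active = inhibition above the mean inhibition across every tested compound plus 3 SD, cut at about 22% in these data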;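 also: 0% = DMSO only wells and the 100% control is not disclosed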
Exocytosis inh: LAMP-1 surface exposure blockers, TALL-104 cells – cell-based, flow cytometry, MLPCN library, primary screen | TALL-104 LAMP-1 surface exposure; cells stimulated with thapsigargin and PMA | inhibition, % at 10 µM | 0.66% of 360,000 active | AID 651702, 2012;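 active = inhibition above about 55%, limit read from the data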
Numbers without * were called inactive; x = no result given. An excerpt (hit frequency here may not be typical).

| Structure | MC4R barr agon | Vif imaging | ABHD5 PLIN5 PPI | ABCB6 inh MLPCN | MC4R antagonist | N-glyco inh | Exocytosis inh | NOD2-RIPK2 inh | aDG glyco up | TLR9-MyD88 inh |
| --- | --- | --- | --- | --- | --- | --- | --- | --- | --- | --- |
| COc1ccc(C)cc1NS(=O)(=O)c1cc(C)ccc1C | -1.5 | x | -3 | 99 | 0 | -4 | 1 | -4 | 0.1 | 2 |
| NC(=O)NC(=O)CSc1nnc(-c2ccco2)n1Cc1ccccc1 | -1.8 | -5 | -3 | 88 | 17 | 0 | 2 | -1 | 0.8 | -6 |
| Cc1ccc(-n2c(C)cc(/C=N\NC(=O)CC(=O)NC(C)C)c2C)cc1 | 1.0 | 5 | 7 | 90 | -15 | -2 | 0 | 6 | 0.0 | 3 |
| COC(=O)c1ccccc1S(=O)(=O)N1CCC(C(=O)OC(C)C(=O)NC(N)=O)CC1 (stereo not given) | 1.0 | -4 | 9 | 96 | -5 | 1 | -2 | -3 | 0.2 | -2 |
| O=C(O)c1ccc(/C=N/Nc2ccc(C(F)(F)F)cn2)cc1 | -1.1 | 1 | 2 | 105 | -5 | -5 | -3 | 3 | 0.1 | -4 |
| COc1ccc(CSc2nc(C)cc(C)c2S(C)(=O)=O)cc1 | -1.7 | -4 | -1 | 96 | 0 | -2 | 3 | -11 | 0.9 | 2 |
| CCc1ccccc1N(CC(=O)O)S(C)(=O)=O | -0.8 | 43 | 0 | 101 | 4 | 0 | 0 | -13 | 0.6 | -13 |
| COc1ccc(CCn2nnnc2C(C(C)C)N2CCC(C(N)=O)CC2)cc1OC (stereo not given) | -1.1 | -1 | 0 | 85 | 1 | 0 | -3 | -1 | -0.4 | -4 |
| COc1ccc(NC(=O)C2Cc3c(-c4ccc5c(c4)OCO5)ccnc3O2)cc1OC (stereo not given) | -0.9 | -22 | 12 | 100 | 2 | 8 | 0 | -1 | 1.5 | x |
| CC(NC(=O)C12CC3CC(C)(CC(C)(C3)C1)C2)c1ccncc1 (stereo not given) | -0.3 | -3 | -6 | 97 | 0 | 0 | 1 | 5 | 0.2 | 11 |
| CCCn1c(N2CCC(Cc3ccccc3)CC2)nc2c1c(=O)[nH]c(=O)n2C | 2.1 | -7 | 0 | 94 | -2 | 1 | -1 | -5 | 1.3 | -4 |
| CCCN1CCC(NC(=O)Nc2ccc(Br)cc2)CC1 | -0.4 | -1 | 2 | 96 | 0 | 0 | 6 | -2 | -0.2 | -4 |
| CN1CCN(c2ccncc2S(=O)(=O)N2CCCC2)CC1 | -1.3 | -16 | 2 | 101 | 3 | 1 | -5 | -1 | 0.0 | 4 |
| Cc1nc2nc(C)c(NS(=O)(=O)c3ccc(C(C)(C)C)cc3)c(=O)n2[nH]1 | -0.4 | 29 | -8 | 91 | 4 | 0 | 0 | -15 | -0.2 | -2 |
| CCOC(=O)c1cc(-c2ccc(C)cc2)n(CCC(=O)NCCCOC)c1C | -1.6 | -10 | -2 | 94 | 6 | 0 | 1 | 1 | -0.2 | -5 |
| CC(C)Cc1cc(C(=O)Nc2c(F)cc(F)cc2Br)no1 | 0.4 | x | 3 | 95 | 13 | -5 | -2 | -11 | 0.0 | -8 |
| N#Cc1nc(-c2ccccc2Cl)oc1N1CCCCC1 | -1.0 | 9 | 6 | 106 | -17 | -2 | -4 | -1 | -0.1 | -1 |
| COc1ccc(C(=O)NCCOc2ccccc2Cl)c(OC)c1OC | 0.2 | 13 | -4 | 96 | 5 | -1 | 3 | -2 | -0.1 | -5 |
| c1ccc(-c2nn[nH]n2)cc1 | -2.7 | -2 | 4 | 100 | 5 | 0 | 1 | -8 | -0.1 | -7 |
| C=CCNCc1ccccc1[N+](=O)[O-] | -0.2 | -4 | 5 | 99 | -2 | 1 | -2 | -5 | 0.2 | 0 |
| CC(C)n1cc(/C=C2/NC(=O)N(c3cccc(Cl)c3)C2=O)c2ccccc21 | 1.4 | -1 | -7 | 98 | -1 | 6 | 7 | -7 | 3.2 | 1 |
| CC(=O)c1cc(F)c(N2CCN(C(=O)C(C)(C)C)CC2)cc1C | 0.1 | -14 | -6 | 95 | -2 | -3 | -3 | 0 | 0.4 | 7 |
| CCCCOP(=O)(c1ccc(N(C)C)cc1)C(Nc1ccccc1)c1ccccc1 (stereo not given) | -1.5 | -13 | -1 | 96 | 2 | -3 | 7 | -3 | 0.1 | -11 |
| Cn1c(SCCc2ccc([N+](=O)[O-])cc2)nccc1=O | -0.5 | -1 | 4 | 99 | 7 | 1 | -1 | 3 | 0.0 | 6 |
| N#CCSc1nc2cc(C(=O)N3CCC(C(N)=O)CC3)ccc2c2nc3ccccc3n12 | 0.2 | -9 | 2 | 96 | -33 | -7 | 2 | -9 | -0.2 | -3 |
| COC(=O)[C@@]1(Cc2ccc(F)cc2)[C@H]2c3cc(C(=O)N4CCCC4)n(Cc4ccc(C)c(F)c4F)c3C[C@H]2CN1C(=O)c1ccccc1 | x | x | 2 | 132 | x | x | 5 | -14 | -0.1 | x |
| CCN(CC)c1nc2cc(OC)ccc2cc1C#N | -1.3 | x | -14 | 164 | 1 | -1 | -2 | 5 | 0.0 | -5 |
| COc1ccc(N2CCN(C(=O)c3cc([N+](=O)[O-])ccc3N3CCN(CCO)CC3)CC2)cc1 | -0.7 | -3 | 3 | 101 | 1 | 2 | -1 | -5 | -0.2 | -9 |
| O=C1OC(Cc2ccccn2)C(O)=C1C1=NCCCN1 (stereo not given) | -0.5 | -6 | -4 | 101 | -2 | 2 | -5 | 1 | 0.1 | 1 |
| Cc1cccc(NC(=S)NNC(=O)CC(C)O)c1C (stereo not given) | 0.6 | -7 | 2 | 99 | -1 | 0 | -1 | -7 | 0.0 | 10 |
| CC(C)(C)NC(=O)NC(=O)CSc1nncs1 | 0.2 | 3 | 14 | 97 | -13 | 1 | 11 | -22 | 0.4 | -8 |
| Cc1ccc(Nc2c(N)c(=O)oc3ccccc23)cc1 | -1.9 | -3 | -9 | 94 | -4 | 13 | -1 | 5 | -0.4 | 0 |
| CCCCNC(=O)c1cc2c(-c3ccc(Cl)cc3)nn(C)c2s1 | 2.5 | -6 | 0 | 98 | 20 | -1 | 0 | -2 | 0.2 | 0 |
| COc1ccc(C2NS(=O)(=O)OCC2C)cc1 (stereo not given) | -2.0 | 3 | -3 | 100 | -4 | 2 | -3 | -7 | 0.4 | -8 |
| CCOC(=O)C1=NN(c2ccccc2)C(=O)/C1=C\c1ccc(N(C)C)cc1 | -0.9 | x | 6 | 116 | 13 | 2 | 0 | -5 | 0.1 | -8 |
| CN1CCN(C(=O)c2cc(S(=O)(=O)Nc3ccccc3F)c(Cl)cc2Cl)CC1 | 2.5 | -1 | -8 | 104 | 35* | 1 | 0 | 3 | 0.2 | 4 |
| O=C(NCCc1nnc2ccc(NCC3CCCO3)nn12)c1ccccc1 (stereo not given) | -2.8 | -16 | -4 | 99 | 12 | -1 | 0 | -3 | 0.1 | -4 |
| Cc1nc(-c2ccncc2)sc1C(=O)Nc1ccc(Br)cc1 | -0.4 | -4 | 7 | 94 | 5 | 1 | 1 | -8 | 0.6 | 8 |
| CCN(CC)c1ccc(NC(=O)CSc2nnc3nc(C)cc(C)n23)cc1 | -0.7 | -1 | 4 | 102 | -1 | 4 | -5 | -2 | -0.1 | -3 |
| Cc1ccc(CNS(=O)(=O)c2ccc(-n3cccn3)cc2)cc1 | -1.0 | 10 | 4 | 101 | 9 | 1 | -8 | 0 | -0.1 | 4 |
| O=C(O)c1ccc2[nH]c3c(c2c1)CCCC3 | -0.3 | -3 | 2 | 97 | 9 | 2 | -10 | 0 | -0.2 | -6 |
| CCCCOCCCNC(=O)c1ccc([N+](=O)[O-])c(C)c1 | -1.1 | 7 | -6 | 96 | -4 | 4 | -1 | 5 | -0.1 | 8 |
| CN(C)/C=N/c1sc2c(c1C#N)CC(C)(C)NC2(C)C | -0.4 | 17 | 11 | 101 | -4 | -1 | -3 | -8 | -0.1 | 7 |
| CCCCc1c(O)nc(SCC(=O)NCCc2ccc(OC)c(OC)c2)[nH]c1=O | -1.4 | 6 | -1 | 102 | 11 | 1 | 1 | -5 | 0.0 | 2 |
| CC1(Cc2ccccc2OC(F)(F)F)C(=O)Nc2ccc(S(=O)(=O)NC3CCCCC3)cc21 (stereo not given) | 0.5 | -3 | -7 | 100 | 6 | -3 | 31 | 1 | 0.1 | x |
| O=C1S/C(=C\c2ccc(N3CCOCC3)o2)C(=O)N1c1ccccc1 | -0.7 | 23 | -1 | 109 | 6 | -1 | 68* | 3 | -0.4 | 6 |
| Cc1ccc(N(C(=O)CNC(=O)c2ccco2)C(C(=O)NC2CCCCC2)c2cccnc2)c(C)c1 (stereo not given) | -1.9 | 2 | 1 | 95 | 0 | -1 | -3 | 5 | -0.1 | -6 |
| CN(C)S(=O)(=O)c1ccc(C(=O)NCC(c2cccs2)N2CCOCC2)cc1 (stereo not given) | -0.3 | 1 | 10 | 95 | 3 | 2 | -3 | -1 | 0.0 | -8 |
| CS(=O)(=O)N1CCC(C(=O)N2CCN(c3cccc(Cl)c3)CC2)CC1 | -1.6 | 0 | -4 | 102 | 16 | 1 | -4 | -6 | 0.1 | -4 |
| COC(=O)[C@@H](NC(=O)NCc1cccc(OC)c1)C(C)C | -1.4 | -2 | -2 | 100 | 6 | 1 | -4 | 1 | -0.1 | 2 |
| C[C@@]12C(=O)N(c3cccc(F)c3)C(=O)N1[C@H](c1ccc(Cl)cc1)[C@@H]1C(=O)N(C3CCCCC3)C(=O)[C@@H]12 | 1.6 | -3 | 0 | 94 | 0 | 0 | 1 | -4 | 0.0 | 0 |
| CCN(CC)Cc1csc(C(N)=O)c1 | -0.1 | 2 | -7 | 92 | -8 | 2 | -2 | -7 | 0.0 | -4 |
| CCCc1cc(=O)oc2cc(C)cc(OC(C)C(=O)NCc3ccncc3)c12 (stereo not given) | -1.8 | 0 | -1 | 102 | 24 | -2 | -1 | 5 | -0.5 | 1 |

3 entries already listed, sorted by their value in MC4R antagonist, highest first.
| SMILES | MC4R antagonist |
| --- | --- |
| CS(=O)(=O)N1CCC(C(=O)N2CCN(c3cccc(Cl)c3)CC2)CC1 | 16 |
| COC(=O)[C@@H](NC(=O)NCc1cccc(OC)c1)C(C)C | 6 |
| CCN(CC)Cc1csc(C(N)=O)c1 | -8 |

Assay outcomes as filed in PubChem BioAssay.
